Assay outcomes (PubChem BioAssay)
Vif-A3G inh: inhibitors of Vif-APOBEC3G interaction | HeLa A3G-eYFP + Vif (tagged APOBEC3G with the HIV-1 protein that degrades it), YFP fluorescence, overnight | Potency, µM (highest dose often 46.1 µM), inactives show at the top dose activity, negative = active, actives largely listed as inhibitors | actives 0.076% (n = 410,000) | Q9HC16;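 also: % is scaled to controls: 0 for no effect and ±100 for the full control effect; nearly all actives have a fitted effect of over 60% in size; hits raise eYFP signal because A3G escapes Vif-driven loss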
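HeLa cells stably expressing Vif and C-terminally eYFP-tagged A3G, seeded overnight at 37 deg C, then exposed to compound by pintool overnight at 37 deg C. Rise in yellow fluorescence (Ex 488/Em 500-530, Acumen) marks blocked Vif-driven A3G degradation.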
IDH1 R132H inh: inhibitors of human mutant IDH1 R132H; O75874; IDH1-R132H enzyme, NADPH consumption, diaphorase/resazurin fluorescence; Potency, µM (series often up to 76.6 µM), inactives show top-dose activity change, negative = inhibition, most hits filed as inhibitors; actives 0.093% (n = 390,000); AID 602179; also: % is scaled to controls: 0 for no effect and ±100 for the full control effect; nearly all actives have a fitted effect of over 65% in size
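IDH1-R132H (0.5 ug/mL) preincubated 30 min with compound, then NADPH (0.016 mM) and alpha-KG (2 mM) added; 80 min at RT, pH 7.5. Remaining NADPH coupled via diaphorase/resazurin to fluorescence (540/590 nm); concentration-response curves normalized to no-enzyme control.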
TrxR1 inh: rat TrxR1 inhibition | O89049 | recombinant rTrxR1, NADPH fluorescence consumption, selenite substrate | Potency, µM (series often up to 114 µM), inactives show at the top dose activity change, negative = inhibition, actives largely listed as inhibitors | actives 1% (n = 390,000); also: % is scaled to controls: 0 for no effect and ±100 for the full control effect; nearly all actives have a fitted effect of over 65% in size
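Rat TrxR1 (90 nM in the dispensed reagent) was pre-reduced with 400 uM NADPH for 5 min at room temperature, then incubated with compound for 15 min. After 400 uM selenite was added, NADPH fluorescence (Ex 340/Em 450 nm) was followed for 8 min.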
Vif-APOBEC3F blk: Vif-A3F binding inhibition. HeLa A3F-eYFP + Vif (tagged APOBEC3F with the HIV-1 protein that degrades it), YFP fluorescence increase. actives 0.2% (n = 390,000). Potency, µM (doses to about 46.1 µM), for the others: top-dose activity, negative = active. AID 602313; also: % of control where 0% means no effect; nearly all actives have a fitted effect of over 65% in size
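HeLa cells stably expressing Vif plus C-terminally eYFP-tagged A3F were seeded, incubated overnight at 37 deg C, dosed with compound, incubated overnight again at 37 deg C. Yellow fluorescence (Ex 488/Em 500-530) reported blocked Vif-mediated A3F-eYFP degradation.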
RXFP1 ag: RXFP1 (human) receptor agonism. Q9HBX9. HEK293T-RXFP1 cAMP TR-FRET, 30 min; response scale: percent of porcine relaxin response, buffer zero. Potency, µM (doses to about 57.5 µM), inactives show at the top dose activation, hits mostly activators. actives 0.3% (n = 370,000). AID 2676; also: % is scaled to controls: 0 for no effect and ±100 for the full control effect; nearly all actives have a fitted effect of over 60% in size; many of its hits are not listed in these tables
Target sequence (Q9HBX9 whole entry, looked up): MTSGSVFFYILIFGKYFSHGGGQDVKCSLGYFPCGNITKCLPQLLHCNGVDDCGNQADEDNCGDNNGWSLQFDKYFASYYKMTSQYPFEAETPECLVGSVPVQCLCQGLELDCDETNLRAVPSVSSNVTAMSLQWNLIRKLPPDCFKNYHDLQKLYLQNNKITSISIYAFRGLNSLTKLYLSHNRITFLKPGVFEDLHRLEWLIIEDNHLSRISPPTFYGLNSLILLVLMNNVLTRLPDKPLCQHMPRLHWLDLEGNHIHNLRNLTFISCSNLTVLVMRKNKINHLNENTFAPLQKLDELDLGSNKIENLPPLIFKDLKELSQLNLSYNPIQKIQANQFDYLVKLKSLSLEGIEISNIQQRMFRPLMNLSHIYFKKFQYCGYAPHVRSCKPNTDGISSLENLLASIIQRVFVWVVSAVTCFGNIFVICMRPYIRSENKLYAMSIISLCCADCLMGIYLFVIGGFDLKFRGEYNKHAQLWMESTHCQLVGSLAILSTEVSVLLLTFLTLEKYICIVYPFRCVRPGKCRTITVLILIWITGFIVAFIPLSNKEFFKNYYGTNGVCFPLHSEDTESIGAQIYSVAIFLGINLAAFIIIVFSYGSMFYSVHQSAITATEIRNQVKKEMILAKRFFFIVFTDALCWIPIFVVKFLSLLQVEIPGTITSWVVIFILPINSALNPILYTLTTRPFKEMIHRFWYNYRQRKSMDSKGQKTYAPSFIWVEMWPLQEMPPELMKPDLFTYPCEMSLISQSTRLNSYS
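Agonist response is measured as cAMP accumulation in an RXFP1-transfected HEK293T line under PDE4 inhibition. Values are scaled between buffer-only and 29 nM porcine relaxin, and EC50s come from standard Hill equation fits.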
12-LOX inh: ALOX12 (human) lipoxygenase inhibition; P18054; purified 12hLO, xylenol orange hydroperoxide absorbance; Potency, µM (series often up to 108 µM), without a hit: at the highest dose activity change, negative = inhibition, usual class: inhibitors; actives 1.1% (n = 580,000); also: % is scaled to controls: 0 for no effect and ±100 for the full control effect
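Purified human 12hLO (150 nM final) in 25 mM Hepes, 0.01% Triton X-100, pH 7.0 was preincubated 15 min at room temperature with compound. Then 40 uM arachidonic acid was added, 30 min. Hydroperoxide was read by Fe-XO absorbance ratio 573/405 nm.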
USP1 inh: blocks the human USP1/UAF1 deubiquitinase complex; recombinant USP1/UAF1, Ub-Rhodamine cleavage fluorescence; actives 0.23% (n = 390,000); Potency, µM (titrated, usually from 57.1 µM), for inactives: top-dose activity change, negative = inhibition, hits mostly inhibitors; O94782; also: % is scaled to controls: 0 for no effect and ±100 for the full control effect; nearly all actives have a fitted effect of over 60% in size; inactives centre near -12
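1 nM enzyme complex + cpd, 15 min RT; start with Ub-Rho 150nM final; kinetic fluorescence ex 480/em 540, 6 reads q60 s. Buffer 50mM HEPES pH 7.8, 0.5mM EDTA, 0.1 mg/ml BSA, 1mM TCEP, 0.01% Tween-20.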
TrxR1 substrate: rat thioredoxin reductase 1 substrate activity; actives 0.01% (n = 390,000); AID 588456; O89049; purified TrxR1 substrate turnover, NADPH consumption readout; Potency, µM (highest dose often 114 µM), without a hit: top-dose activity change, negative = substrate turnover; also: % is scaled to controls: 0 for no effect and ±100 for the full control effect; nearly all actives have a fitted effect of over 50% in size
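Rat TrxR1, dispensed at 90 nM, was prereduced with 400 uM NADPH (final) for 5 min at ~22 deg C, then incubated with compound 15 min before 400 uM selenite. A first-read NADPH fluorescence drop versus no-compound background flagged substrates.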
RGS4 inhibitor: inhibitors of human regulator of G protein signaling 4; Transcreener GDP fluorescence polarization, RGS4-accelerated GTP hydrolysis; P49798; Potency, µM (titrated, usually from 114 µM), inactives show at the highest dose activity change, negative = inhibition, hits mostly inhibitors; actives 0.039% (n = 390,000); AID 504845; also: % is scaled to controls: 0 for no effect and ±100 for the full control effect; nearly all actives have a fitted effect of over 75% in size; some results filed as inactive show a strong effect at the top dose
Target sequence (P49798 whole entry, looked up): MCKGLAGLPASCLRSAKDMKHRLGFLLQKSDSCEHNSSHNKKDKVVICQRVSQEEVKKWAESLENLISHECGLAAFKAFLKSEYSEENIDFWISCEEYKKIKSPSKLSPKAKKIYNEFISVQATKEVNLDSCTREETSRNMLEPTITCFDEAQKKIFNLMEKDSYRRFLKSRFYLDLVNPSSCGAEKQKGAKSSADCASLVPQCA
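MLSMR compounds (23 nl, pin-transferred) preincubated 10 min at room temperature with a 500nM (2x) first reagent, then RGS4 at 900nM (2x) plus Transcreener GDP mix added; fluorescence polarization (620/688 nm) read before and after 90 min at 30 °C.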
* marks the source's active call; other numbers are inactive results; ? = inconclusive; · = no result given; & = joins results of further samples; [ ] = remark or other dose. Calls follow the shape of the dose curve; as a rule, active = well fitted curve in the direction sought with a large enough effect; inconclusive = small, poorly fitted or top-dose-only effect, or another doubt; inactive = no such curve, though single readings can be large; an effect the other way counts as inactive or inconclusive. Potency is read from the fitted curve at half-maximal effect. A portion of the library (hit frequency here may not be typical).

SMILES	Vif-A3G inh	IDH1 R132H inh	TrxR1 inh	Vif-APOBEC3F blk	RXFP1 ag	12-LOX inh	USP1 inh	TrxR1 substrate	RGS4 inhibitor
O=C(NCCC(=O)N(Cc1ccco1)Cc1cccs1)c1ccc([N+](=O)[O-])cc1	1%	-7%	?	?	-0.6%	0%	3%	-20%	?
O=C(NC(=S)Nn1cnnc1)c1ccccc1Br	4%	-3%	5%	12%	-3.0%	-26%	-20%	1%	?
CCN(CC)CCCN(C(C)=O)c1nc(-c2cc(OC)ccc2OC)cs1	3%	4%	5%	6%	-1.6%	?	-17%	0%	-11%
O=C(Nc1ccccc1F)C(c1ccccc1)N1Cc2ccccc2C1=O (stereo not given)	-1%	3%	2%	-4%	1.5%	-28%	-20%	-8%	-18%
O=S(=O)(/C=C/c1ccccc1)Oc1ccccc1	-13%	0%	-3%[57.1 µM]	-14%	-1.2%	24%	-17%	5%[57.1 µM]	6%
CCOC(=O)N1CCN(C(=O)CSCC(=O)Nc2nc(-c3ccc4c(c3)OCO4)cs2)CC1	-1%	1%	-1%[57.1 µM]	-8%	0.0%	·	-4%	-5%[57.1 µM]	2%
O=C(NNS(=O)(=O)c1ccccc1F)c1sccc1-n1cccc1	-7%	-1%	6%	16%	2.4%	9%	-8%	-2%	20%
COc1ccc(C(=O)NCCCN2CCCC2=O)cc1	1%	5%	6%	-7%	0.6%	3%	-21%	-1%	-20%
O=[N+]([O-])c1cccc(/C=C2\CCc3cnn(C4CCS(=O)(=O)C4)c32)c1 (stereo not given)	-1%	8%	·	1%	·	-7%	-27%	·	·
O=C1/C(=C\Nc2ccc(OC(F)(F)F)cc2)CCN1c1ncccn1	0%	2%	-18%[57.1 µM]	5%	-0.4%	91%[activator]	-25%	11%	-43%
CCC[N+](CC#CCO)(CC#Cc1ccccc1)CCC	0%	4%	18%[57.1 µM]	-31%	5.9%	-2%&2%	-12%	12%[57.1 µM]	-30%
CC(C)OCC(O)CN1CCN(CCN2C(=O)c3cccc4cccc(c34)C2=O)CC1 (stereo not given)	12%	-2%	38%[activator]	-1%	4.3%	-14%	-28%	10%	-18%
COc1ccc(-c2nc(N3CCN(S(=O)(=O)c4ccc(F)cc4)CC3)c3ccccc3n2)cc1	1%	·	18%	·	·	·	·	-4%[0.457 µM]	0%
COCCCNC1=C(C#N)C(=O)NC(c2cccs2)S1 (stereo not given)	0%	-6%	·	-4%	·	?	-12%	·	·
O=C(Cc1n[nH]c(=O)[nH]c1=O)N/N=C/c1ccccc1	-7%	6%	21%	-12%	1.1%	-2%	-13%	9%	-7%
CC(C)CC1C(=O)N(Cc2cn(Cc3ccco3)nn2)CCS(=O)(=O)N1Cc1ccc(-c2cccc(N(C)C)c2)cc1 (stereo not given)	-11%	5%	·	-7%	·	-14%	-16%	·	·
O=C(NCc1ccccc1)c1nncc(-c2ccccc2)n1	-1%	-2%	-1%	3%	1.1%	-2%	-8%	-8%	12%
CN1/C(=C\C=C2/C(=O)Oc3ccccc3C2=O)C(C)(C)c2ccccc21	7%	37µM*	-3%	?	-0.1%	12%	?	-1%	?
Cc1cc(C)c(S(=O)(=O)NCCC2CCCN2C)c(C)c1 (stereo not given)	2%	12%	3%	-11%	-1.4%	0%	-14%	-2%	8%
C[C@@H](C(=O)NCc1ccccn1)[C@H]1C[C@]1(C)[C@H](NC(=O)OCc1ccccc1)c1ccccc1	-13%	9%	22%	0%	0.0%	7%	-26%	11%	-12%
CN1CCN(c2ncnc3c2cnn3-c2cccc(Cl)c2)CC1	0%	-3%	19%[57.1 µM]	-12%	3.9%	-29%	-20%	3%[57.1 µM]	15%
Cc1ccc(-c2nn(-c3ccccc3)cc2C2CC(c3cccs3)=NN2C(=O)CCC(=O)O)cc1 (stereo not given)	-1%	2%	-7%	0%	1.4%	-19%	-22%	-1%	19%
Cn1c(C(=O)NCCN2CCc3ccccc3C2)cc2c(=O)n(C)c3ccccc3c21	3%	1%	-5%	0%	-0.2%	475%[activator]	-23%	2%	22%
COc1ccc(C/C(C)=N/NC(=O)c2cccnc2)cc1	1%	8%	13%	1%	-1.6%	-4%	-12%	2%	-20%
C/C=C/C(=O)N[C@@H]1c2ccccc2CC[C@@H]1OCc1ccccc1	-1%	1%[38.3 µM]	14%	4%	·	20%	-30%	3%	-3%
O=C(Cn1cnc2ccccc21)Nc1ccccc1-c1ccccc1	-10%	0%	19%[57.1 µM]	-1%	-2.0%	0%	-3%	12%[57.1 µM]	-2%
OC(c1ccccc1)c1nc2ccccc2[nH]1 (stereo not given)	-1%	-1%	24%[57.1 µM]	5%	-0.1%	0%	-18%	14%[57.1 µM]	23%
COc1ccc(/C(O)=C2/C(=O)C(=O)N(CCCN3CCOCC3)C2c2ccc(Cl)cc2)cc1 (stereo not given)	0%	11%	·	3%	·	?	-18%	·	·
Cc1cc(C)c(S(=O)(=O)Nc2ccc(Cl)cn2)c(C)c1	0%	7%	20%[57.1 µM]	8%	2.0%	-6%	0%	10%[57.1 µM]	6%
CCC(=O)N1N=C(c2ccc(NS(=O)(=O)c3ccc(C)cc3)cc2)CC1c1ccco1 (stereo not given)	-15%	1%	-1%	0%	·	?	-23%	0%	-22%
O=C(Nc1cnc2ccccn2c1=O)c1ccc(F)cc1	-2%	-7%	1%[57.1 µM]	-9%	4.7%	5%	-3%	8%[57.1 µM]	21%
CCOC(=O)c1nn(-c2ccc(F)cc2)c2nc(-c3ccccc3)c(C#N)c(=O)n12	0%	1%	56%[activator]	1%	2.0%	1%	-19%	62%[activator]	-8%
N#Cc1ccc(OCC(=O)OCC(=O)c2ccc[nH]2)cc1	1%	1%	-8%	7%	0.2%	-4%	-9%	-1%	3%
O=C(NCC(=O)N1CCCC(C(F)(F)F)C1)c1ccccc1F (stereo not given)	-7%	-5%	2%	4%	0.2%	-1%&-18%	-15%	-8%	-5%
Cc1cc(S(=O)(=O)NC2CCCCC2)ccc1OCC(=O)N1CCOCC1	2%	9%	6%	-6%	-0.9%	6%	-3%	-2%	-9%
O=C(N=C1SC2CS(=O)(=O)CC2N1Cc1ccccc1)C1CC1 (stereo not given)	0%	9%	·	-9%	·	-34%	-25%	·	·
C=CCn1c(N)c(C(=O)NCC2CCCO2)c2nc3ccccc3nc21 (stereo not given)	-12%	2%	82%[activator]	-4%	2.5%	3%	?	387%[activator]	-5%
Cc1cccc(C)c1OCCCCN1CCCCC1	-1%	9%	5%	4%	-0.5%	?	-3%	-2%	-1%
C=CCNC(=O)C1CC(=O)N(c2ccc(OCC(=O)Nc3ccccc3)cc2)C1 (stereo not given)	-8%	4%	2%	-2%	0.7%	-7%	1%	3%	-35%
Cc1cc(C)c(-c2c(O)c3ccccc3n(C)c2=O)c(C)c1	1%	7%	35%	4%	·	?	-6%	52%[activator]	-8%
O=C(CCCCl)NC1=NN(c2ccccc2)C(=O)C1	-5%	4%	-6%	-22%	-2.3%	-7%	-15%	3%	?
COc1ccccc1Nc1nnc(SCC(=O)N2CCCC2=O)s1	-1%	4%	7%	-3%	1.5%	-15%	-3%	-10%	-24%
Cn1cccc1/C=C1\SC(=Nc2ccc(O)cc2)NC1=O	?	-2%	-4%	?	-1.5%	-21%	-9%	-5%	7%

Another view of some results above:
> Cc1cccc(C)c1OCCCCN1CCCCC1
  Vif-A3G inh: -1% | IDH1 R132H inh: 9% | TrxR1 inh: 5% | Vif-APOBEC3F blk: 4% | RXFP1 ag: -0.5% | 12-LOX inh: ? | USP1 inh: -3% | TrxR1 substrate: -2% | RGS4 inhibitor: -1%

> C=CCNC(=O)C1CC(=O)N(c2ccc(OCC(=O)Nc3ccccc3)cc2)C1 (stereo not given)
  Vif-A3G inh: -8% | IDH1 R132H inh: 4% | TrxR1 inh: 2% | Vif-APOBEC3F blk: -2% | RXFP1 ag: 0.7% | 12-LOX inh: -7% | USP1 inh: 1% | TrxR1 substrate: 3% | RGS4 inhibitor: -35%

> C/C=C/C(=O)N[C@@H]1c2ccccc2CC[C@@H]1OCc1ccccc1
  Vif-A3G inh: -1% | IDH1 R132H inh: 1%[38.3 µM] | TrxR1 inh: 14% | Vif-APOBEC3F blk: 4% | RXFP1 ag: · | 12-LOX inh: 20% | USP1 inh: -30% | TrxR1 substrate: 3% | RGS4 inhibitor: -3%

> N#Cc1ccc(OCC(=O)OCC(=O)c2ccc[nH]2)cc1
  Vif-A3G inh: 1% | IDH1 R132H inh: 1% | TrxR1 inh: -8% | Vif-APOBEC3F blk: 7% | RXFP1 ag: 0.2% | 12-LOX inh: -4% | USP1 inh: -9% | TrxR1 substrate: -1% | RGS4 inhibitor: 3%

Look-ups from above:
RGS4 inhibitor result of `COc1ccc(C/C(C)=N/NC(=O)c2cccnc2)cc1` = -20%
IDH1 R132H inh result of `O=C(CCCCl)NC1=NN(c2ccccc2)C(=O)C1` = 4%
TrxR1 substrate result of `Cc1cc(C)c(-c2c(O)c3ccccc3n(C)c2=O)c(C)c1` = 52%[activator]
